NR1D1 modulator: modulators of human Rev-erb alpha DNA binding; Rev-erbα–FITC-DNA binding, fluorescence polarization, 90 min; activity, % at 10 µM; 0.79% of 370,000 active;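 active = activity above about 14%, limit read from the data; passing the limit was not always enough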;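 note: 0% = DMSO wells with 35 nM protein and 100% = DMSO wells with 750 nM protein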
HGIII-sPLA2 inh: Blocks human group III sPLA2 activity | inhibition, % at 12.2 µM | QFRET BODIPY PC-A2 liposome hydrolysis, fluorescence | 0.56% of 370,000 active;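 active = inhibition above mean plus 3 SD of compounds lying within the high and low control bounds, cut at about 19% in these data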;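 note: 0% = median of test compound wells and 100% = no enzyme DMSO wells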
ARFGAP1 inh: inhibitors of rat ARFGAP1 | inhibition, % at 16.5 µM | Arfgap1-stimulated ARF1 GTP hydrolysis, GDP FP detection | 0.26% of 360,000 active;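 active = inhibition above a per-plate limit, mean inhibition of low control wells plus 3 SD, cut at about 25% in these data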;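 note: 0% = DMSO wells with enzyme and 100% = wells lacking Arfgap1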
Target sequence (Q62848 1-136 limits assumed): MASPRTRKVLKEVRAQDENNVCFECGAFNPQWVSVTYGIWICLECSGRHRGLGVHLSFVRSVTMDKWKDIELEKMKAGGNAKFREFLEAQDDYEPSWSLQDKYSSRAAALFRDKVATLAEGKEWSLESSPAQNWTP
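Material: rat Arfgap1 GAP domain (His6, aa 1-136), purified enzyme. Also added: human ARF1(Δ1-17)-GTP substrate. Compound dosing: 16.5 µM single point, 1.26% DMSO. Timing: enzyme reaction 120 min at 25 °C after 20 min preincubation. Signal: GDP detection by fluorescence polarization. Read-out basis: percent inhibition of GAP-stimulated GDP formation, scaled between DMSO and no-Arfgap1 medians.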
ASAP1 inh: inhibitors of human ASAP1 ArfGAP activity | Q9ULH1 | ASAP1-stimulated ARF1 GTP hydrolysis, GDP FP detection | inhibition, % at 16.5 µM | 0.19% of 360,000 active | AID 624377; in the data active = inhibition above about 25%;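 note: 0% = vehicle with enzyme and substrate and 100% = no enzyme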
proKLK7 act: activators of human kallikrein-7 zymogen; P49862; purified proKLK7, EDANS-DABCYL substrate fluorescence; 100% is mature enzyme control, 0% vehicle; activation, % at 7 µM; 0.9% of 370,000 active; AID 652039;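 active = activation above the mean of all tested compounds plus 3 SD, computed per campaign excluding outliers beyond control limits, cut at about 13% in these data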
Tn7 DDE FP: inhibitors of Tn7 peptide binding to human fibrin DD(E) | P02675 | FP displacement of FITC-Tn7 peptide from fibrin DD(E); 0% = median of compound wells per plate | inhibition, % at 8.3 µM | 0.13% of 370,000 active;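 active = inhibition above the mean of compounds falling within the control limits plus 3 SD of them, cut at about 14% in these data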;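 note: 0% = plate median of compound wells and 100% = 10 µM Aha-Tn7 peptide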
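System: human fibrin DD(E); quantity: Fibrin-DD(E) at 2 µM final; also added: fluorescent Tn7 probe at 0.1 µM; compound dosing: single nominal test concentration of 8.3 µM per compound; schedule: 10 min preincubation, 3 h with tracer, room temperature; detection: fluorescence polarization of the labelled Tn7 tracer; repeats: one replicate per compound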
PLC-gamma1 inh: blocks human PLC-gamma1 enzyme activity | purified PLC-gamma1, fluorogenic substrate, fluorescence | AID 720700 | 0.84% of 370,000 active | P19174 | inhibition, % at 12.2 µM; in the data active = inhibition above about 9.5%
PLCb3 inh: inhibitors of human phospholipase C beta3 | Q01970 | Purified PLC-beta3, fluorogenic substrate, fluorescence | 0.18% of 370,000 active | inhibition, % at 12.2 µM; in the data active = inhibition above about 11%;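 note: 0% = median of compound wells on plate and 100% = full blocker control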
UHRF1 binding: UHRF1 methyl-DNA binding inhibition; Q96T88; UHRF1 binding to methylated oligo, TR-FRET; inhibition, % at 4.4 µM; 0.75% of 370,000 active; in the data active = inhibition above about 21%;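 note: UHRF1 SRA domain binding a hemimethylated CpG hairpin DNA probe; 0% = median of test compound wells and 100% = reference inhibitor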
Target sequence (Q96T88 whole entry, looked up, the tested form may be a part): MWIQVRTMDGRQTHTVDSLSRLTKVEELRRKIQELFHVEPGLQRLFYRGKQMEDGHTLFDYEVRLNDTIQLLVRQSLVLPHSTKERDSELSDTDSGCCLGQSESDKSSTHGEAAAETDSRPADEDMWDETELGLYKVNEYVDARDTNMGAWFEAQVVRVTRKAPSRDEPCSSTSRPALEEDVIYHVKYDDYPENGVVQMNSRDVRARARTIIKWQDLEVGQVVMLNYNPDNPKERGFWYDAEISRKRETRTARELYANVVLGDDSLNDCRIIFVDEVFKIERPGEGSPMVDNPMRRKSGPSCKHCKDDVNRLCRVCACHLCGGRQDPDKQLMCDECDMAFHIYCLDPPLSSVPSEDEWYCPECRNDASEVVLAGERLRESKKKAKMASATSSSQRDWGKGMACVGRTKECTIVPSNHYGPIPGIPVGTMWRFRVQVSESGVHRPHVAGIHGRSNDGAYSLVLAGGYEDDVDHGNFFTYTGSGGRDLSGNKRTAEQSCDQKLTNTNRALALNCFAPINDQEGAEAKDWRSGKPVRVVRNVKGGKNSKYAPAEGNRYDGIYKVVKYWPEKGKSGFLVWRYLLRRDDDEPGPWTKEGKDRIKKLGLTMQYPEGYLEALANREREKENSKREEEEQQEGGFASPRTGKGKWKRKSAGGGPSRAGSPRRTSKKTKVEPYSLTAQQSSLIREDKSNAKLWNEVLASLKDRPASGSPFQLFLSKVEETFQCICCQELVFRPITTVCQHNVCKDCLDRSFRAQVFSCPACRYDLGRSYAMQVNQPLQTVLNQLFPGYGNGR
DDE Tn6 FP inh: inhibitors of Tn6 peptide binding to human fibrin DD(E). Fibrin DD(E) TRITC-Tn6 fluorescence polarization displacement. inhibition, % at 8.3 µM. 0.21% of 370,000 active. AID 720509;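 active = inhibition above a per-campaign cutoff: mean of compounds within control limits plus 3 SD, cut at about 15% in these data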;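 note: 0% = median of all compound wells on the plate and 100% = blocking peptide control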
Active calls of the source: *; . = not tested or not shown.

NR1D1 modulator	HGIII-sPLA2 inh	ARFGAP1 inh	ASAP1 inh	proKLK7 act	Tn7 DDE FP	PLC-gamma1 inh	PLCb3 inh	UHRF1 binding	DDE Tn6 FP inh	mol
-1.2	1.7	-5.6	-3.6	0.2	2.8	-9.9	-13.4	-1.4	-3.6	Cc1ccc2[nH]c3c(c2c1)CN(C(C)C)CC3
-3.4	2.2	-0.6	-2.8	7.9	2.2	-111.6	-152.8	-0.9	-3.4	COc1ccc2[nH]c3c(=O)n(CCN4CCOCC4)cnc3c2c1
0.8	-3.0	-8.3	5.8	0.6	-6.9	-12.2	-16.2	1.4	-7.2	CCOC(=O)c1cc(C(=O)OCC)cc(-n2c(C)cc(C(=O)CN3CCOCC3)c2C)c1
-5.4	9.6	1.9	-1.5	0.7	3.1	-6.8	-11.1	1.6	6.1	CC(=O)Nc1ccc(C2=CC(=O)CC(C)(C)C2)cc1
3.9	6.9	14.7	-2.0	-0.7	4.8	-22.4	-1.6	-0.5	0.0	CCCCCc1c(O)nc(SCCN(CC)CC)[nH]c1=O
-18.4	6.0	2.7	2.4	0.1	6.5	0.1	1.4	4.7	-2.2	C[C@H](CO)N1C[C@H](C)[C@@H](CN(C)Cc2ccc(-c3ccccc3)cc2)Oc2c(NC(=O)Nc3ccc(C(F)(F)F)cc3)cccc2C1=O
0.5	6.5	-2.5	-1.3	1.8	4.6	-63.1	-76.0	-7.0	5.4	COc1ccc(C(=O)NCCCNc2nc3cc(C)cc(C)c3cc2C#N)cc1
-3.0	7.9	-1.1	-1.1	-0.5	0.9	8.6	-5.5	2.2	4.1	Cc1ccc(-c2nc(N)n(C(=O)Cc3ccccc3)n2)cc1
4.2	-9.6	-7.7	7.3	0.4	1.3	1.6	-0.3	0.0	-11.9	Cc1ccc(S(=O)(=O)N(CC(=O)N2CCc3ccccc3C2)c2cccc(Cl)c2)cc1
-4.7	13.2	16.9	-15.5	-0.6	1.4	1.3	0.7	4.3	5.5	NC(=O)COC(=O)c1cc(S(=O)(=O)N2CCOCC2)ccc1N1CCCCC1
-1.4	4.9	-15.7	13.4	-0.7	-8.5	0.9	-4.0	2.0	-4.2	O=C(O)C1C2OC(C(Br)C2Br)C1C(=O)O (configuration not stated)
-0.2	-33.1	-7.5	3.5	-0.3	-9.7	4.5	-1.2	-1.2	-3.8	O=C1CN=CN=CN1c1ccc(Cl)cc1Cl
0.9	-12.3	12.9	11.9	-3.4	6.6	1.3	-0.5	0.1	-12.2	CCn1c2ccccc2c2cc(CN3CCN(Cc4cc(OC)ccc4O)CC3)ccc21
-0.1	4.2	4.9	7.2	0.2	-4.6	0.7	-6.6	-0.2	-8.2	CCCN(CC(=O)Nc1ccccc1OC)C(=O)CCCN1C(=O)c2ccccc2C1=O
5.3	1.6	1.4	-7.3	-0.2	4.5	3.6	4.5	0.1	-7.7	C=C(C(=O)O)C1CCC2(C)CCCC(C)(O)C2C1 (configuration not stated)
-5.5	3.6	-0.9	3.1	0.4	-2.3	-2.1	-8.8	0.5	-7.1	O=C(Nc1ccc([N+](=O)[O-])cc1)c1cc(-c2ccccn2)nc2c(Cl)cccc12
-1.7	-20.1	-5.9	-12.1	0.4	3.7	1.9	1.3	0.1	1.4	Clc1ccccc1OCCNc1nc(NCC2CC2)nc2ccsc12
3.3	0.2	-1.1	4.5	-0.4	3.3	-1.6	-5.9	-0.4	0.7	CCC(=O)NC1OC(CO)C(O)C(O)C1O (configuration not stated)
1.6	1.1	14.1	-6.6	0.0	-3.9	-1.8	-5.2	-0.4	4.9	Cc1ccc(S(=O)(=O)N2CCN(C(=O)[C@H](Cc3ccccc3)NC(=O)c3ccco3)CC2)cc1
-2.0	7.0	-4.5	2.9	-4.1	1.1	-13.8	-24.6	-0.3	-3.3	COc1cc(NC(=O)c2ccc(Cl)cc2)c(OC)cc1NC(=O)CN1CCCCC1

Filtered by structure: the compounds so far containing an aryl methoxy group (5)
NR1D1 modulator	HGIII-sPLA2 inh	ARFGAP1 inh	ASAP1 inh	proKLK7 act	Tn7 DDE FP	PLC-gamma1 inh	PLCb3 inh	UHRF1 binding	DDE Tn6 FP inh	mol
-3.4	2.2	-0.6	-2.8	7.9	2.2	-111.6	-152.8	-0.9	-3.4	COc1ccc2[nH]c3c(=O)n(CCN4CCOCC4)cnc3c2c1
0.5	6.5	-2.5	-1.3	1.8	4.6	-63.1	-76.0	-7.0	5.4	COc1ccc(C(=O)NCCCNc2nc3cc(C)cc(C)c3cc2C#N)cc1
0.9	-12.3	12.9	11.9	-3.4	6.6	1.3	-0.5	0.1	-12.2	CCn1c2ccccc2c2cc(CN3CCN(Cc4cc(OC)ccc4O)CC3)ccc21
-0.1	4.2	4.9	7.2	0.2	-4.6	0.7	-6.6	-0.2	-8.2	CCCN(CC(=O)Nc1ccccc1OC)C(=O)CCCN1C(=O)c2ccccc2C1=O
-2.0	7.0	-4.5	2.9	-4.1	1.1	-13.8	-24.6	-0.3	-3.3	COc1cc(NC(=O)c2ccc(Cl)cc2)c(OC)cc1NC(=O)CN1CCCCC1

Next section
NR1D1 modulator	HGIII-sPLA2 inh	ARFGAP1 inh	ASAP1 inh	proKLK7 act	Tn7 DDE FP	PLC-gamma1 inh	PLCb3 inh	UHRF1 binding	DDE Tn6 FP inh	mol
7.6	-3.5	2.3	4.5	0.1	-11.8	0.0	1.0	-4.4	3.4	COC(=O)[C@H]1C[C@@]2(O)CN(S(=O)(=O)c3ccc(C)cc3)C[C@@]2(OC(=O)Nc2c(C)noc2C)C[C@H]1C(=O)OC
-7.9	5.9	13.8	-6.7	0.6	4.5	2.2	-11.8	2.1	5.2	CS(=O)(=O)c1ccc2nc(NC(=O)c3cccc([N+](=O)[O-])c3)sc2c1
-5.4	4.6	2.2	-9.0	0.3	-7.5	-0.8	-0.2	0.8	-1.6	CC(NC(=O)c1ccc(Cl)cc1)c1nnc(SCc2ccc([N+](=O)[O-])cc2)n1C (configuration not stated)
-2.1	-15.8	11.1	7.3	-0.1	-3.6	4.5	1.2	1.5	1.0	O=C(CNC(=O)c1[nH]cnc1C(=O)N[C@@H](Cc1ccccc1)C(=O)OCc1ccccc1)OCc1ccccc1
-3.4	3.4	-0.9	7.5	0.1	-5.7	2.8	-4.0	7.9	1.4	CCc1nnc(N2CCN(c3ncnc4c3oc3ccccc34)CC2)s1
-9.2	-5.1	7.6	-8.6	-1.0	-0.5	-1.1	-4.7	-0.5	-2.8	CCCn1cnnc1CNC(=O)C1CCC(=O)N(CCc2ccc(OC)cc2)C1 (configuration not stated)
-3.6	-1.1	4.8	4.9	1.2	4.8	0.2	1.0	1.2	8.6	COc1cccc(CNC(=O)CN(C)S(=O)(=O)c2ccc3c(c2)c(=O)n(C)c(=O)n3C)c1
5.3	14.9	5.9	-3.5	0.2	-1.3	4.6	-5.4	2.8	1.2	Cc1cc(C(F)(F)Cl)n2ncc(-c3ccccn3)c2n1
-3.3	-4.6	4.9	7.9	-0.1	-4.2	2.6	-6.5	2.7	2.5	COc1ccc(C(=O)O)cc1S(=O)(=O)Nc1ccccc1Cc1ccccc1
-1.6	-3.1	3.8	-5.2	-0.7	-0.8	3.1	-4.3	-0.5	1.6	C=CCN1C(=O)C(CC(=O)O)SC1=Nc1cccc([N+](=O)[O-])c1 (configuration not stated)
-1.5	-6.1	-13.3	5.7	0.3	3.6	2.6	-2.7	-4.0	2.3	O=C1CN(C(=O)c2c(F)cccc2F)C(c2ccccc2)c2cc(Br)ccc2N1 (configuration not stated)
9.4	5.3	-7.3	-10.6	-0.3	0.4	-2.6	-8.7	1.0	2.8	Cc1ccc(NC(=O)c2cc(-c3ccc4c(c3)OCO4)on2)cc1C
1.3	-6.6	6.7	-20.5	0.1	-4.5	-0.3	-0.2	-1.7	1.4	COc1ccc(NC(=O)CCCN(C)S(=O)(=O)c2ccc(C)cc2)cc1
-8.4	-0.1	-2.1	-4.8	-0.7	-1.2	-3.0	-0.9	2.7	2.6	COC(=O)C[C@H]1CC[C@@H](NC(=O)Nc2ccc(C(F)(F)F)cc2)[C@@H](CO)O1
-0.8	1.9	.	.	-0.2	-4.1	2.3	2.7	-0.2	-8.7	CCN(C(=O)[C@H]1CC(=O)O[C@@H]1c1ccccc1)c1ccccc1
48.7*	-0.2	2.1	0.3	0.1	-0.4	-1.3	-4.7	3.3	2.6	COCCNc1nc2sc3c(c2c(=O)n1Cc1ccco1)CCCCC3
-8.0	-1.0	0.9	-1.1	0.7	2.1	-31.8	-34.3	-3.3	8.3	O=C1NC(c2ccccc2)=C(c2ccc3ccccc3n2)C(c2ccncc2)N1 (configuration not stated)
0.4	4.1	3.8	8.0	-0.3	2.1	3.1	5.9	6.8	6.8	O=C(NCCN1C(=O)CCC1=O)c1ccncc1
-6.9	3.0	3.9	4.4	-0.2	8.0	-0.8	-6.9	3.4	3.4	Cc1ccc(N(C)S(=O)(=O)c2ccc3c(c2)CC(C)N3C(=O)C2CC2)cc1 (configuration not stated)
-3.6	4.6	-1.5	-7.7	-0.2	4.4	-1.8	-1.8	2.5	-1.7	Cn1c(=O)[nH]c(=O)c2c1nc(N1CCOCC1)n2CC(O)COc1ccc2ccccc2c1 (configuration not stated)
-3.6	-2.3	2.4	-4.2	0.5	-4.9	2.0	0.9	0.7	-6.1	COC(=O)c1ccccc1Oc1cc(C(F)(F)F)nc(-c2ccccn2)n1
